E-sel TNF inh: TNF alpha driven E-selectin expression inhibition; HUVEC TNFa-induced E-selectin immunofluorescence, high content; inhibition, % at 2 µM; actives 0.71% (n = 120,000);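 active = inhibition above the batch mean plus 3 SD, and confirmed as a hit on visual image review, cut at about 43% in these data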;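 note: 0% = TNF-stimulated DMSO wells and 100% = unstimulated control wells; not every result past the cut was called active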
NPY Y2 blocker: blocks the human neuropeptide Y Y2 receptor; AID 793; NPY-Y2 expressing cells, antagonist mode; inhibition, % at 2.7 µM; actives 0.99% (n = 140,000); P49146; in the data active = inhibition above about 17%;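 note: 0% = vehicle with agonist challenge and 100% = reference antagonist with challenge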
Target sequence (P49146 whole entry, looked up): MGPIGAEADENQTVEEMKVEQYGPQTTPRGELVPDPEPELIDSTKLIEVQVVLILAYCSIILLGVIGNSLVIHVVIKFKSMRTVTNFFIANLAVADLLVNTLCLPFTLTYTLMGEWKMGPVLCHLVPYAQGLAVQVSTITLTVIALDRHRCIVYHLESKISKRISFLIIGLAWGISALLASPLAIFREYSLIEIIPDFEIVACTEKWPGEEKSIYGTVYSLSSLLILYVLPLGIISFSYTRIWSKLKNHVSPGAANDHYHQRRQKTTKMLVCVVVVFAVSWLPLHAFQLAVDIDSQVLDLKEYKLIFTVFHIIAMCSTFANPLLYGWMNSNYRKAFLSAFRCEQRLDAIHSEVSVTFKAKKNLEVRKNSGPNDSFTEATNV
Phagocytosis inh: macrophage phagocytosis inhibition. inhibition, % at 5 µM. AID 1029. J774A.1 macrophage IgG-bead phagocytosis, imaging. actives 0.07% (n = 110,000);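 active = inhibition above the mean of the plate negative controls plus 5 SD, cut at about 13% in these data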;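 note: phagocytic index as fraction of beads internalized from green versus red external bead signal; plate controls were DMSO negative control for no effect and cytochalasin-D positive control for full effect; some results beyond the cut were filed as inactive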
MRP1 act: MRP-1 activation; H69AR cells + doxorubicin, viability rescue, CellTiter-Glo; viability increase, % at 10 µM; actives 0.61% (n = 140,000);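 active = viability gain under doxorubicin at or above a set limit, the compound median plus 3 SD, cut at about 4.7% in these data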;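 note: MRP-1 overexpressing cells given doxorubicin 25 µM after compound pretreatment; 18-22 h compound pretreatment then 72 h with doxorubicin before readout; 0% = doxorubicin-only wells and 100% = vehicle-treated cells without doxorubicin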
Yeast growth inh: yeast BB579 growth reduction in restrictive medium; S. cerevisiae BB579 growth, OD615, 48 h; inhibition, % at 10 µM; actives 0.51% (n = 140,000);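 active = inhibition above a set limit, 3 SD over the mean compound inhibition, cut at about 44% in these data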; note: inactives centre near -24
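controls = amphotericin B 10 µg/mL, positive | assay system = DeaD yeast strain BB579 | schedule = 48 h compound exposure at 30 °C after 4 h preincubation | detection = OD615 turbidity measurement | medium = restrictive CSMM-D medium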
Yeast life ext: yeast lifespan extension | AID 775 | inhibition of the nicotinamide effect, % at 10 µM | actives 0.68% (n = 130,000) | S. cerevisiae growth with nicotinamide, OD615; deaD strain in restrictive glucose medium;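 active = inhibition above a set limit, placed 3 SD over the median of all compounds, cut at about 26% in these data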;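 note: 0% = nicotinamide-treated wells and 100% = cells grown without nicotinamide; some compounds called inactive have numbers as strong as hits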
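assay system = DeaD-strain S. cerevisiae | buffer or medium = restrictive glucose medium | reagent = 1.5 mM nicotinamide | compound = 10 µM single point, 0.25% DMSO | incubation = 48 h compound exposure at 30 °C, humidified | signal = OD615 measurement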
HCT116 PTEN-null: growth suppressors of cells with PTEN tumor suppressor deletion. HCT116 PTEN-null viability, CellTiter-Glo, 60 h; stronger effect = lower value. viability, % at 10 µM. actives 1.2% (n = 140,000);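 active = viability at or below a set limit, 4 SD under the median of all tested compounds, cut at about 3.7% in these data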;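 note: PTEN knockout HCT116 line with beta catenin targeted HCT116 as companion control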
bCat KO growth: beta-catenin-lacking colon tumor cell growth suppression; HCT116 beta-catenin knockout viability, CellTiter-Glo, 60 h; stronger effect = lower value; viability, % at 10 µM; actives 1.5% (n = 140,000);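 active = viability at or under a set limit, the compound median less 4 SD, cut at about 6% in these data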;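 note: 0% = Hyamine 1622 control at 20 µM and 100% = untreated cell control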
Measles CPE: protection of cells from measles virus. Measles virus-infected cells, CPE protection, absorbance. protection (pct of control), % at 4 µM. actives 1.5% (n = 140,000). AID 841; in the data active = protection mostly above about 24%, no sharp cut-off; inactive = mostly below about 26%; note: some compounds called inactive have numbers as strong as hits
GALR2 blocker: GALR2 (human) receptor antagonism; O43603; GALR2-expressing cells, antagonist mode; inhibition, % at 4 µM; actives 0.39% (n = 140,000); in the data active = inhibition above about 27%;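 note: cells stimulated with galanin 1-16 at roughly its EC80; 0% = agonist challenge control and 100% = basal control without agonist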
Target sequence (O43603 whole entry, looked up): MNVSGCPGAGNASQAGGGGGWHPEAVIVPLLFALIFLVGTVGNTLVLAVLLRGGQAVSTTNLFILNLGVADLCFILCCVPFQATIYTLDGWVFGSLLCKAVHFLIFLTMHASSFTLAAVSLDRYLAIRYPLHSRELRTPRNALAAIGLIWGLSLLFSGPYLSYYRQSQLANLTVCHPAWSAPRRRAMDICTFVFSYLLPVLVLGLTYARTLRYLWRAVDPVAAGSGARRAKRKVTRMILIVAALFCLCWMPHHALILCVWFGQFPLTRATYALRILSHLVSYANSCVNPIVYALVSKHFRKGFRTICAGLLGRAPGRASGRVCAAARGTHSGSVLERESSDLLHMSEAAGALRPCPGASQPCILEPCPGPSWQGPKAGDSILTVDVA
An asterisk follows results filed as active; . = not tested or not shown; & = joins results of further samples.

SMILES	E-sel TNF inh	NPY Y2 blocker	Phagocytosis inh	MRP1 act	Yeast growth inh	Yeast life ext	HCT116 PTEN-null	bCat KO growth	Measles CPE	GALR2 blocker
O=S(=O)(NCc1ccc(Cl)cc1)c1ccc(Cl)nc1	17	5	.	-0.8	-27	-8	93	109	4	-5
CC(=O)N1CCN(c2ccc(S(=O)(=O)NCCN(C(C)C)C(C)C)cc2[N+](=O)[O-])CC1	.	1	-2	-1.1	-18	3	85	101	8	-4
COc1cccc(NC(=O)C(=O)N2CCOCC2)c1	-5	2	.	-1.6	-47	.	93	82	10	-5
O=C(CSc1ncnc2ccccc12)NCc1ccco1	4	-1	.	-2.3	-20	-7	96	88	4	-2
CP(C)(=O)CCP(=O)(c1ccccc1)c1ccccc1	.	-1	1	0.9	-23	3	89	84	.	13
O=C(Nc1ccc(Cl)cc1-c1nc2ccccc2s1)c1ccco1	6	0	-2	-4.0	-42	-11	65	63	6	-7
Cc1cc(Nc2ccccc2F)n2ncnc2n1	-9	1	0	-2.2	-1	-5	87	97	14	1
CSc1snc(SCC(N)=O)c1C#N	.	-1	0	-0.6	-24	-5	101	96	4	1
CCCC(=O)Nc1cc(OC)c(OC)cc1C(=O)O	3	5	-1	-2.4	-23	-11	92	91	13	1
CC1(C)Cc2nc(NCCCO)c(C#N)cc2CO1	1	3	0	-0.7	-20	-17	80	85	3	3
Cc1ccc(N2CCN(S(=O)(=O)c3ccc(F)c(C)c3)CC2)c(C)c1	-33	4	0	2.4	-45	-9	81	98	3	10
CNC(=O)c1sc(N2N=C3/C(=C/c4ccccc4)CCCC3C2c2ccccc2)nc1C (stereo not given)	17	1	1	-5.5	-46	-15	31	28	11	12
Cc1cc(C=O)c(C)n1-c1sc2c(c1C(=O)O)CCCC2	5	2	-3	0.5	-2	-1	102	98	34	5
Cc1onc(-c2ccccc2)c1C(=O)NNC(=S)NC(=O)/C=C/c1cccs1	.	5	-10	-1.8	-7	1	27	32	14	10
CC1CCN(S(=O)(=O)N2CCC(C(=O)NCc3ccc4c(c3)OCO4)CC2)CC1	-19	-1	-1	0.5	-18	-1	96	80	5	-3
CSc1c[n+]2c(n1C)CCC2	-24	-1	-1	0.4	-14	-17	99	95	6	3
O=C(O)CCc1ccc(-c2cccs2)n1CC1CCCO1 (stereo not given)	17	1	0	-1.2	-16	-9	91	95	5	-1
CCCCOc1ccc(C(=O)OC2CC(C)N(C)CC2C)cc1 (stereo not given)	6	11	.	-2.3	-16	-20	63	54	7	0
Cc1ccc(-n2c(C)cc(C(=O)COC(=O)c3c(C)noc3C)c2C)cc1	2	10	-2	-0.6	-27	-4	27	20	18	-4
Cc1ccc2cc(C)c3nnc(SCC(=O)Nc4nc5c(s4)CCCC5)n3c2c1	.	-1	3	0.3	-16	0	90	85	6	0
CC(=O)n1c2c(c3ccccc31)OC(N)=C(C#N)C2c1ccc(C(C)C)cc1 (stereo not given)	-3	2	.	-4.9	-82	56	81	89	5	8
Cc1cc(/C(=N/O)C(C)(C)NO)ccc1Cl	.	4	-1	-1.9	-14	-1	99	95	2	-6
Cc1nc(-c2ccc(NC(=O)c3cccs3)cc2)cs1	13	1	0	-0.8	-45	0	71	67	18	8
Fc1ccc(/C=N/NC(=S)Nc2ccc(Cl)cc2)cc1F	12	6	-8	3.2	-35	-1	96	91	12	6
O=C(CSc1nc2c(c(=O)[nH]1)CCC2)Nc1cccc(Cl)c1	-1	8	-1	-2.0	-33	-12	84	90	4	-16

Single records (already shown). Order of screens: E-sel TNF inh, NPY Y2 blocker, Phagocytosis inh, MRP1 act, Yeast growth inh, Yeast life ext, HCT116 PTEN-null, bCat KO growth, Measles CPE, GALR2 blocker
O=S(=O)(NCc1ccc(Cl)cc1)c1ccc(Cl)nc1 in the list: 17, 5, ., -0.8, -27, -8, 93, 109, 4, -5
O=C(Nc1ccc(Cl)cc1-c1nc2ccccc2s1)c1ccco1 in the list: 6, 0, -2, -4.0, -42, -11, 65, 63, 6, -7

(list continues)
SMILES	E-sel TNF inh	NPY Y2 blocker	Phagocytosis inh	MRP1 act	Yeast growth inh	Yeast life ext	HCT116 PTEN-null	bCat KO growth	Measles CPE	GALR2 blocker
O=C(CN(c1ccc(F)cc1)S(=O)(=O)c1ccc2c(c1)OCCO2)N1CCOCC1	-20	1	0	-0.6	-13	0	94	103	10	1
O=C(COC(=O)Cc1c[nH]c2ccccc12)Nc1ccccc1	11	4	.	-1.0	-39	-5	106	92	8	9
COc1ccc(NCc2nnc(SCc3ccc(Cl)cc3)n2-c2ccccc2)cc1	6	6	2	1.4	-37	21	44	43	3	-1
CCN1C(=O)S/C(=C/c2ccc(Sc3nc4ccccc4[nH]3)o2)C1=O	10	6	-5	1.8	-49	8	67	58	21	10
CCc1ccccc1N1CCN(S(=O)(=O)c2ccc(F)c(C)c2)CC1	-9	2	0	2.5	-45	4	57	56	4	4
COc1ccc(C)cc1-n1nnnc1SCC1CCCO1 (stereo not given)	2	4	4	-2.3	-15	-2	85	89	5	8
Cc1ccc(S(=O)(=O)NNC(=O)Nc2ccc(Cl)cc2)cc1	.	3	0	-1.4	-21	9	87	99	14	7
CCOC(=O)c1sc2ncn(CC(=O)N(CC)CC)c(=O)c2c1C	1	2	-4	1.4	-53	-5	116	113	.	-4
C/C(CCc1oc2c(Br)cc(Br)cc2c1-c1ccc(C)o1)=N\O	11	2	.	3.1	-47	.	86	83	4	-4
CC(C)NC(=O)Cn1nnc(-c2cccc(NC(=O)c3ccccc3F)c2)n1	.	2	0	-0.4	-68	-5	100	101	17	-4
COc1cc(/C=N/Nc2nc3ccccc3o2)cc(OC)c1O	-7	-3	-1	-2.8	14	-16	97	97	13	14
CCOC(=O)C1CCN(c2c(N3CCCCCC3)c(=O)c2=O)CC1	.	2	0	-2.0	5	-6	98	94	4	-2
O=C(O)C1CCCCC1C(=O)NCCCn1ccnc1 (stereo not given)	-36	1	0	0.0	-38	-9	94	99	9	-9
O=C1c2cccc3c(N4CCOCC4)c([N+](=O)[O-])cc(c23)C(=O)N1c1cccc2ccccc12	-19	0	.	-3.1	-23	2	81	82	6	7
CC(=O)Nc1ccccc1-c1nc2ccc(C(=O)N3CCN(c4cc(C)ccc4C)CC3)cc2[nH]c1=O	.	0	0	-0.3	-66	-9	77	82	3	5
CCOc1cccc(N2C(=O)CC(N3CCC(C(N)=O)(N4CCCCC4)CC3)C2=O)c1 (stereo not given)	18	-1	-2	-1.2	-37	0	92	98	10	-5
O=C(NCCCN1CCN(c2cccc(Cl)c2)CC1)c1nc(-c2ccncc2)no1	-11	11	.	-2.2	-59	-2	87	74	4	-10
COC(=O)Cn1c(=O)c2c(nc(Br)n2Cc2ccccc2Cl)n(C)c1=O	.	6	.	-4.7	-23	2	91	97	19	12
COc1cc(S(=O)(=O)N(Cc2ccccn2)Cc2ccccc2Cl)ccc1-n1cnnn1	-1	6	.	-1.3	-25	.	97	81	5	-7
O=C(Cn1cnc([N+](=O)[O-])n1)N/N=C/c1ccc2ccccc2c1	.	0	-8	1.8	-10	-3	86	96	28	-13
CCCOc1ccc(CC(=O)NNC(=S)Nc2ccccc2)cc1Br	-17	6	.	-1.9	-27	.	83	80	2	-3
CC(C)(C)NC(=O)c1ccccc1-c1nc(-c2ccccc2Cl)no1	-4	10	0	-0.5	17	-10	87	89	6	-6
Cc1ccc(CSc2nc3ncccc3[nH]2)cc1	-14	2	.	-0.5	-3	-27	93	90	6	2
COc1ccc(OCC(=O)Nc2nnc(-c3ccco3)s2)cc1	22	2	-4	-2.7	-20	-4	98	92	11	1
CC(C)CN(CC(C)C)C(=S)NC1CCCCC1	.	4	-4	-1.3	-3	4	76	85	10	-9
Later entries
SMILES	E-sel TNF inh	NPY Y2 blocker	Phagocytosis inh	MRP1 act	Yeast growth inh	Yeast life ext	HCT116 PTEN-null	bCat KO growth	Measles CPE	GALR2 blocker
CCCCc1nnc(NC(=O)CC(=O)Nc2ccccc2C(=O)O)s1	-9	4	0	0.5	-40	12	105&105	106	5	-2
Cc1cccc(NC(=O)Nc2cccc(F)c2)n1	.	4	4	-1.6	-38	-13	78	71	29	1
CC(O)C(NS(=O)(=O)c1ccc(Cl)cc1)C(=O)OCC(=O)N1CCN(c2ccccc2)CC1 (stereo not given)	.	1	4	1.1	-18	-1	89	87	2	6
O=S(=O)(c1ccc(F)cc1)N1CCN(CC(O)COCc2cccs2)CC1 (stereo not given)	-10	1	-1	-1.1	-54	-7	90	95	20	7
CC1(C)CC(=O)C2=C(C1)OC(N)=C(C#N)C21C(=O)N2CCCc3cccc1c32 (stereo not given)	2	-1	-1	-0.9	-47	-6	97	96	7	-1
O=C(NC(=S)Nc1ccc2c(c1)OCCO2)c1ccc(F)cc1Cl	.	6	1	-0.5	-5	2	94	84	18	-13
CC(C)c1ccc(-c2c(C#N)c(N)nc3c2CCCCC3)cc1	10	0	4	-3.5	-32	-6	90	86	31	25
COCCn1cc(C(=O)N2CCN(C)CC2)c2c3ccccc3n(C)c2c1=O	-54	0	2	0.8	-36	-11	95	102	31	-2

14 entries out of the list, ordered by length of the SMILES, largest number first.
SMILES	E-sel TNF inh	NPY Y2 blocker	Phagocytosis inh	MRP1 act	Yeast growth inh	Yeast life ext	HCT116 PTEN-null	bCat KO growth	Measles CPE	GALR2 blocker
O=C1c2cccc3c(N4CCOCC4)c([N+](=O)[O-])cc(c23)C(=O)N1c1cccc2ccccc12	-19	0	.	-3.1	-23	2	81	82	6	7
CC(=O)N1CCN(c2ccc(S(=O)(=O)NCCN(C(C)C)C(C)C)cc2[N+](=O)[O-])CC1	.	1	-2	-1.1	-18	3	85	101	8	-4
CC(O)C(NS(=O)(=O)c1ccc(Cl)cc1)C(=O)OCC(=O)N1CCN(c2ccccc2)CC1 (stereo not given)	.	1	4	1.1	-18	-1	89	87	2	6
O=C(CN(c1ccc(F)cc1)S(=O)(=O)c1ccc2c(c1)OCCO2)N1CCOCC1	-20	1	0	-0.6	-13	0	94	103	10	1
CC(C)NC(=O)Cn1nnc(-c2cccc(NC(=O)c3ccccc3F)c2)n1	.	2	0	-0.4	-68	-5	100	101	17	-4
C/C(CCc1oc2c(Br)cc(Br)cc2c1-c1ccc(C)o1)=N\O	11	2	.	3.1	-47	.	86	83	4	-4
CCCCc1nnc(NC(=O)CC(=O)Nc2ccccc2C(=O)O)s1	-9	4	0	0.5	-40	12	105&105	106	5	-2
COc1ccc(OCC(=O)Nc2nnc(-c3ccco3)s2)cc1	22	2	-4	-2.7	-20	-4	98	92	11	1
Cc1nc(-c2ccc(NC(=O)c3cccs3)cc2)cs1	13	1	0	-0.8	-45	0	71	67	18	8
O=C(O)CCc1ccc(-c2cccs2)n1CC1CCCO1 (stereo not given)	17	1	0	-1.2	-16	-9	91	95	5	-1
CCCC(=O)Nc1cc(OC)c(OC)cc1C(=O)O	3	5	-1	-2.4	-23	-11	92	91	13	1
COc1ccc(C)cc1-n1nnnc1SCC1CCCO1 (stereo not given)	2	4	4	-2.3	-15	-2	85	89	5	8
Cc1ccc(CSc2nc3ncccc3[nH]2)cc1	-14	2	.	-0.5	-3	-27	93	90	6	2
Cc1cc(Nc2ccccc2F)n2ncnc2n1	-9	1	0	-2.2	-1	-5	87	97	14	1

Source: PubChem (several laboratories)
